Assay outcomes: PubChem BioAssay, several laboratories
UTI89 phage lysis – protection from phage-mediated lysis, alamar blue read-out – E. coli UTI89, K1F phage, bacterial capsule biogenesis inhibitors (AID 488966); 340,000 tested, 0.02% active; one-dose inhibition, % at 100 µM; IC50 in µM for titrated hits; E. coli UTI89 K1F phage lysis, alamar blue, 2 h; higher % means a stronger effect;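 active means phage lysis inhibition, versus mean bacterial control, above a set limit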;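 further: capsule biogenesis inhibitors block K1F phage lysis so surviving cells raise fluorescence; higher fluorescence means more inhibition of phage lysis; actives were called in the ten point dose series up to 300 µM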
NTR1 ag – agonists of NTR1, primary screen, imaging, U2OS cells, beta-arrestin-GFP, high content (AID 493036). P30989. NTR1-U2OS beta-arrestin-GFP spot imaging, agonist mode. activation, % at 20 µM. 330,000 tested, 0.17% active;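 active means activation at or above 40% of the spot to cytoplasm intensity ratio, with at least 20 cells analyzed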;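 further: 0% = DMSO without peptide and 100% = 100 nM NTR1 peptide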
Target sequence (P30989 whole entry, looked up): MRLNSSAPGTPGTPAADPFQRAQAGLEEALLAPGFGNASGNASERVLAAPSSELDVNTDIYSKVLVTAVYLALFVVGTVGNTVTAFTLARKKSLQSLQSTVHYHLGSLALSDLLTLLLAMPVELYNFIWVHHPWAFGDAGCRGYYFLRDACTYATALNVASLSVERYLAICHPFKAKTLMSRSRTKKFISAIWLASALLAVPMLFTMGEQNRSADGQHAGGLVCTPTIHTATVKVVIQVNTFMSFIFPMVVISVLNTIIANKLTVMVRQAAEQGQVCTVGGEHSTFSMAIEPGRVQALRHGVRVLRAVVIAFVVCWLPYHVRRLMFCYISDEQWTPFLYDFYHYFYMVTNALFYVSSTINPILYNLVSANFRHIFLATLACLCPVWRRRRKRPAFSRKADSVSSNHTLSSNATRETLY
Dengue-2 NS5 capping – flavivirus cap methylation enzyme inhibition – biochemical, confirmation dose response, primary screen (AID 588689) | 340,000 tested, 0.3% active | inhibition, % at 25 µM; hits with a dose series show IC50 in µM | Dengue-2 NS5 methyltransferase capping enzyme assay, biochemical; higher % means a stronger effect; in the data active means a potency from the dose series
NTR1 ag cell count 20 µM – recorded beside NTR1 ag, whose call it bears; cell count; measured here: cell count, cytotoxicity flag
Dengue-2 NS5 capping pilot replicate – further read-out of Dengue-2 NS5 capping, marked with its call; inhibition, %; measured here: pilot screen replicate inhibition
Active calls of the source: *; [ ] = dose if it differs, or a comment.

SMILES	UTI89 phage lysis	NTR1 ag	NTR1 ag cell count 20 µM	Dengue-2 NS5 capping	others
C[C@H](CO)N1C[C@H](C)[C@@H](CN(C)S(=O)(=O)c2ccccc2)Oc2c(NS(=O)(=O)c3ccc(F)cc3)cccc2C1=O	-0.2%	0.4	62	4.1%
O=C(C[C@H]1C/C=C\CC[C@@H](Cc2ccc(F)cc2)C(=O)O[C@@H](c2ccccc2)CNC1=O)N[C@@H](CO)Cc1ccccc1	2.8%	4.7	54	-1.2%
CSc1ncccc1C(=O)OCC(=O)NC12CC3CC(CC(C3)C1)C2	-3.0%	2.7	71	2.3%
CCOc1cc(C(=O)CCC(=O)OCC(=O)Nc2ccc(F)cc2)ccc1O	1.2%[50 µM]	0.5	48	-2.2%
O=C(COC(=O)CNC(=O)c1ccccc1)Nc1ccc(Cl)cn1	-0.9%	0.3	56	-0.8%
CC(OC(=O)CSc1ccccc1)C(=O)NC1CCCCC1C (stereo not given)	1.5%[50 µM]	0.3	66	-13.0%
COc1cc(NC(=O)COC(=O)c2[nH]c(C)c(C(C)=O)c2C)cc(OC)c1	-0.3%	0.2	42	0.8%
COc1cc(OC)c2c(-c3cccc(-c4ccc(OC(F)(F)F)cc4)c3)cc(=O)oc2c1	0.1%	2.0	54	0.7%
O=C(N[C@@H](CCC/[N+]([O-])=C/c1ccccc1)C(=O)O)OCc1ccccc1	0.2%	-0.2	51	-2.3%	Dengue-2 NS5 capping pilot replicate=5.1
O=C(C[C@@H]1C/C=C\CC[C@H](Cc2ccc(F)cc2)C(=O)OC[C@@H]2CCCN2C1=O)N[C@H](CO)Cc1ccccc1	-0.1%	10.3	50	-3.3%	Dengue-2 NS5 capping pilot replicate=-2.1
COc1ccc(C(=O)N2CCN(c3ccccc3)CC2)cc1S(=O)(=O)NC1CC1	0.6%[50 µM]	-0.5	68	-4.3%
COc1ccc(NC(=O)N(C)C[C@H]2Oc3ccc(NS(=O)(=O)c4c(C)noc4C)cc3C(=O)N([C@H](C)CO)C[C@@H]2C)cc1	0.7%	-0.2	51	0.8%
C[C@]12c3[nH]c4ccccc4c3CCN1C(=O)C(CC(=O)NCCN1CCOCC1)C[C@@H]2C(=O)N1CCCCC1 (stereo not given in full)	0.2%	0.6	49	-9.3%	Dengue-2 NS5 capping pilot replicate=-1.2
CC(C)=CCC[C@](C)(O[C@@H]1O[C@H](CO[C@@H]2OC[C@@H](O)[C@H](O)[C@H]2O)[C@@H](O)[C@H](O)[C@H]1O)C1CC[C@]2(C)C1[C@H](O)CC1[C@@]3(C)CC[C@H](O[C@@H]4O[C@H](CO)[C@@H](O)[C@H](O)[C@H]4O)C(C)(C)C3CC[C@]12C (stereo not given in full)	-0.9%	-2.6	59	-3.2%
O=C(CSc1nnc(-c2ccccc2)c(-c2ccccc2)n1)NCC1CCCO1 (stereo not given)	8.7%	0.6	49	-8.5%
COc1cc(C(=O)NCCC2=CCCCC2)ccc1OCc1c(C)noc1C	0.6%[50 µM]	-0.6	59	-1.5%
CC(=O)Nc1ccc(S(=O)(=O)NCCC(=O)NC(C)c2cccs2)cc1 (stereo not given)	0.2%[50 µM]	-0.5	42	-1.1%
Cc1ccc(NC(=O)CSc2nc(N)cc(=O)[nH]2)cc1S(=O)(=O)N1CCCCC1	0.5%	2.5	65	-3.9%
Cc1noc(C)c1NC(=O)N(C)C[C@@H]1Oc2ccc(NC(=O)C3CCCCC3)cc2C(=O)N([C@@H](C)CO)C[C@H]1C	0.4%	-1.4	56	-1.6%
O=C(CC(O)CCc1ccccc1)c1ccc(O)cc1 (stereo not given)	0.3%	-0.2	60	-2.2%

3 records picked at random from the list so far:
SMILES	UTI89 phage lysis	NTR1 ag	NTR1 ag cell count 20 µM	Dengue-2 NS5 capping	others
CC(OC(=O)CSc1ccccc1)C(=O)NC1CCCCC1C (stereo not given)	1.5%[50 µM]	0.3	66	-13.0%
COc1ccc(NC(=O)N(C)C[C@H]2Oc3ccc(NS(=O)(=O)c4c(C)noc4C)cc3C(=O)N([C@H](C)CO)C[C@@H]2C)cc1	0.7%	-0.2	51	0.8%
Cc1noc(C)c1NC(=O)N(C)C[C@@H]1Oc2ccc(NC(=O)C3CCCCC3)cc2C(=O)N([C@@H](C)CO)C[C@H]1C	0.4%	-1.4	56	-1.6%

(listing goes on)
SMILES	UTI89 phage lysis	NTR1 ag	NTR1 ag cell count 20 µM	Dengue-2 NS5 capping	others
CN(C(=O)COC(=O)c1cc(=O)[nH]c2ccccc12)c1ccccc1	-2.0%	0.5	54	-9.3%
O=C(NN=Cc1ccccc1Cl)c1ccc(-n2cnnn2)cc1	0.1%[50 µM]	3.1	53	5.9%
CCNC(=O)NC(=O)CSc1ccc(S(=O)(=O)N2CCOCC2)cn1	0.2%[50 µM]	-1.5	56	2.3%
O=C(NCCCN1CCOCC1)c1c(-c2ccccc2)sc2ccccc12	-0.3%	-1.8	58	-3.6%	Dengue-2 NS5 capping pilot replicate=-1.2
O=C(C[C@@H]1C/C=C\CC[C@H](Cc2ccc(F)cc2)C(=O)OC[C@@H](Cc2ccccc2)NC1=O)NCCO	-0.2%	2.4	49	-6.6%	Dengue-2 NS5 capping pilot replicate=-5.5
C[C@@H]1CN([C@H](C)CO)C(=O)c2cc(NC(=O)C3CCCCC3)ccc2O[C@@H]1CN(C)Cc1ccncc1	-0.1%	-1.0	60	0.8%
COc1ccc(S(=O)(=O)Nc2ccc3c(c2)C(=O)N([C@H](C)CO)C[C@H](C)[C@@H](CN(C)S(=O)(=O)c2c(C)noc2C)O3)cc1	0.1%	0.2	52	-2.4%
CC1CN(C(=O)COC(=O)[C@@H](NC(=O)c2ccccc2Cl)C(C)C)CC(C)O1 (stereo not given in full)	0.3%[50 µM]	1.0	59	-2.2%
COc1cc2ccccc2cc1C(=O)OCC(=O)c1c(N)n(C)c(=O)n(C)c1=O	0.4%[50 µM]	12.4	58	4.5%
CCN(CC)c1ccc(NC(=O)c2ccccn2)cc1S(=O)(=O)Nc1ccccc1OC	-0.6%[50 µM]	1.2	50	16.6%
CC(=O)Nc1ccc(S(=O)(=O)NCCC(=O)OCC(=O)c2cccc(Br)c2)cc1	0.5%[50 µM]	0.8	72	-1.4%
O=C(COC(=O)c1ccccc1O)NC12CC3CC(CC(C3)C1)C2	0.2%[50 µM]	-1.1	54	4.4%
Cc1ccc([N+](=O)[O-])cc1S(=O)(=O)Nc1cccc(S(=O)(=O)Nc2ccccc2C(=O)O)c1	0.2%[50 µM]	2.4	64	5.4%
Cc1noc(C)c1S(=O)(=O)Nc1ccc2c(c1)C(=O)N([C@H](C)CO)C[C@H](C)[C@@H](CN(C)C(=O)Nc1ccc3c(c1)OCO3)O2	0.2%	-2.7	48	-3.0%	Dengue-2 NS5 capping pilot replicate=-1.8
COc1ccc2c(C(=O)NCCCCO)c(-c3ccc(S(C)(=O)=O)cc3)sc2c1	0.9%	-1.8	67	-1.0%
COc1ccc2[nH]c3c(c2c1)CCN1C(=O)C(CC(=O)NCc2ccco2)C[C@H](C(=O)N2CCOCC2)[C@@]31CCC1CCCC1 (stereo not given in full)	0.1%	0.6	61	-1.3%
O=C(COC(=O)c1ccc[nH]c1=O)Nc1cc(S(=O)(=O)N2CCCCCC2)ccc1Cl	0.8%[50 µM]	0.3	79	4.3%
COc1ccc(/C=C/C(=O)OCC(=O)NC2CCCC(C)C2C)c(OC)c1 (stereo not given)	1.4%[50 µM]	-1.1	63	-6.6%
COCC(C)n1c(SCC(=O)N2CCOCC2)nc2ccccc2c1=O (stereo not given)	0.9%[50 µM]	-0.5	52	0.0%
CCN(C[C@H]1N[C@@](Cc2ccccc2)(C(=O)OC)[C@H]2C(=O)N(Cc3ccccc3)C(=O)[C@@H]12)C(C)=O	0.0%	4.6	49	-11.2%	Dengue-2 NS5 capping pilot replicate=-4.9

2 neighbouring records from above, for reference:
SMILES	UTI89 phage lysis	NTR1 ag	NTR1 ag cell count 20 µM	Dengue-2 NS5 capping	others
COc1ccc(/C=C/C(=O)OCC(=O)NC2CCCC(C)C2C)c(OC)c1 (stereo not given)	1.4%[50 µM]	-1.1	63	-6.6%
COCC(C)n1c(SCC(=O)N2CCOCC2)nc2ccccc2c1=O (stereo not given)	0.9%[50 µM]	-0.5	52	0.0%

(listing goes on)
SMILES	UTI89 phage lysis	NTR1 ag	NTR1 ag cell count 20 µM	Dengue-2 NS5 capping	others
COC1=CC(=O)[C@@]2([C@@H]1O)[C@@H](Cl)C[C@]13C(OC)=C(OC)C(=O)C[C@]21CCN3C	1.1%	1.4	59	1.4%
Cc1cc(=O)oc2cc(OCC(=O)Nc3c(C)n(C)n(-c4ccccc4)c3=O)c(Cl)cc12	0.9%[50 µM]	-0.2	73	-2.2%
C=CCN(c1ccccc1OC)S(=O)(=O)c1cccc(C(=O)NC2=NCCS2)c1	0.5%	1.4	57	-4.0%
CCC1(c2ccccc2)NC(=O)N(CC(=O)N2CCc3ccccc32)C1=O (stereo not given)	0.3%[50 µM]	-1.7	97	4.8%
Cc1noc(C)c1NC(=O)Nc1ccc2c(c1)C(=O)N([C@H](C)CO)C[C@H](C)[C@@H](CN(C)S(C)(=O)=O)O2	0.7%	-0.3	63	-6.3%
CC(C)(O)CCc1c(-c2ccc(O)cc2O)oc2c3c(cc(O)c2c1=O)OC(C)(C)C=C3	-1.2%	26.3	98	-7.7%
CCCCN(C(=O)CSc1nc2ccccc2s1)c1c(N)n(CCCC)c(=O)[nH]c1=O	-3.2%	0.7	45	13.2%
CCCCN(C(=O)C1CC(=O)N(c2ccc(CC)cc2)C1)c1c(N)n(CCC)c(=O)[nH]c1=O (stereo not given)	0.4%[50 µM]	-1.7	50	-1.5%
NS(=O)(=O)c1cccc(NC(=O)CN2C(=O)C(=O)N(Cc3ccccc3)C2=O)c1	-0.2%	-1.9	55	-8.8%
O=C(COC(=O)c1ccco1)Nc1cccc(S(=O)(=O)N2CCCCC2)c1	0.5%[50 µM]	1.5	49	-9.5%
O=C(COC(=O)CCSc1ccc(F)cc1)NCc1ccc(F)cc1	-2.8%	-1.0	63	1.9%
C=CC[C@@H](CC(=O)OC(C)(C)C)C(=O)OC[C@@H]1CCCN1C(=O)[C@@H](CC=C)CC(=O)N[C@@H](CO)Cc1ccccc1	-0.5%	4.4	68	1.6%
CCN(C(=O)CSc1nc2ccc(Cl)cc2[nH]1)C1CCS(=O)(=O)C1 (stereo not given)	1.3%	1.1	56	-5.6%
CCN1C(=O)CC(c2ccccc2)N(C2CCCC2)c2nc(Nc3ccc(C(=O)NC4CCN(C)CC4)cc3OC)ncc21 (stereo not given)	-1.4%	36.4	66	-3.1%
CC(=O)c1cccc(NC(=O)CSc2n[nH]c(=O)n2C2CC2)c1	-0.8%	1.5	58	-6.6%
COc1ccccc1CCC(=O)NNC(=O)c1cccs1	-1.9%	0.0	48	-8.0%
C[C@@H](OC(=O)c1[nH]cnc1C(=O)NCc1ccc(CNC(=O)OC(C)(C)C)cc1)c1ccccc1	3.2%	6.1	61	-13.9%
CCCOc1c(Br)cc(C(=O)OCC(=O)NC(=O)c2cccn2C)cc1OC	0.5%[50 µM]	8.8	43	-3.7%
CCOC(=O)C1=C(COC(=O)c2cccnc2SC)NC(=O)NC1C (stereo not given)	0.7%[50 µM]	2.8	65	-10.3%
CN(C(=O)CSc1nc2ccc(Cl)cc2[nH]1)C1CCS(=O)(=O)C1 (stereo not given)	-0.1%[50 µM]	1.2	71	-6.0%

Of the compounds above, two have a furan ring, fused or not:
SMILES	UTI89 phage lysis	NTR1 ag	NTR1 ag cell count 20 µM	Dengue-2 NS5 capping	others
COc1ccc2[nH]c3c(c2c1)CCN1C(=O)C(CC(=O)NCc2ccco2)C[C@H](C(=O)N2CCOCC2)[C@@]31CCC1CCCC1 (stereo not given in full)	0.1%	0.6	61	-1.3%
O=C(COC(=O)c1ccco1)Nc1cccc(S(=O)(=O)N2CCCCC2)c1	0.5%[50 µM]	1.5	49	-9.5%

(next part)
SMILES	UTI89 phage lysis	NTR1 ag	NTR1 ag cell count 20 µM	Dengue-2 NS5 capping	others
CCOC(=O)[C@H]1[C@H]2COc3ccc(Br)cc3[C@@H]2N2C(=O)c3c(C)cc(C)cc3NC(=O)[C@@]12C	1.5%	14.0	49	-10.4%
COc1ccc(S(=O)(=O)N2CCN(C(=O)c3cc(C)nc4ccccc34)CC2)cc1OC	1.1%[50 µM]	3.3	53	-0.7%
CC1CCCC(NC(=O)COC(=O)COc2ccc(C#N)cc2)C1C (stereo not given)	-3.5%	2.6	54	0.0%
CC(C)CN(C(=O)COC(=O)CSc1ccc(Br)cc1)C1CCS(=O)(=O)C1 (stereo not given)	0.1%[50 µM]	0.7	67	-3.6%
CC(C)Cc1nnc(NC(=O)c2ccc(S(=O)(=O)N3CCCC3)cc2)s1	0.5%[50 µM]	-0.5	58	-8.0%
O=C(Nc1ccc(C2=CN(Cc3ccccc3)CCC2=O)cc1)OCc1ccccc1	-0.2%	1.4	52	-3.5%
C[C@H]1CN([C@@H](C)CO)C(=O)Cc2cc(NC(=O)CCC(F)(F)F)ccc2O[C@H]1CN(C)S(=O)(=O)c1ccc(Cl)cc1	0.3%	0.1	59	0.7%
O=S(=O)(Nc1cccc(S(=O)(=O)N2CCCC2)c1)c1ccc(Cl)cc1	0.6%[50 µM]	1.8	62	4.5%

The list is partial, so the mix of outcomes need not match the whole.
